H69AR growth 86K: blocks growth of human H69AR lung tumor cells; H69AR lung tumor viability, ATP luminescence, 72 h; active compounds read low; viability, % at 10 µM; actives 6% (n = 85,000); AID 598;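 active = viability at or below 40%; inactive = viability above 40%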;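 note: multidrug resistant small cell line overexpressing MRP-1 efflux transporter; 100% = mean luminescence of untreated control wells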
HUVEC inhibit: human endothelial cell proliferation inhibition. HUVEC proliferation, CellTiter-Glo luminescence, 72 h; active compounds read low. viability, % at 10 µM (by protocol). actives 1.1% (n = 86,000). AID 648;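 active = viability at or below 30%; inactive = viability above 30%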;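 note: 100% = median luminescence of DMSO-only cell control wells on each plate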
ERa SRC1 pot: enhances coactivator binding to human estrogen receptor alpha; actives 1.3% (n = 86,000); TR-FRET ERalpha-LBD/SRC-Cy5 coactivator binding, 2 h; 100 = basal binding, no effect; coactivator binding (% of control), % at 25.6 µM; in the data active = activity above about 200%;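 note: binding measured in presence of low estradiol as agonist stimulus; 0% = peptide alone without receptor and 100% = receptor with peptide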
Target sequence (P03372 whole entry, looked up, the tested form may be a part): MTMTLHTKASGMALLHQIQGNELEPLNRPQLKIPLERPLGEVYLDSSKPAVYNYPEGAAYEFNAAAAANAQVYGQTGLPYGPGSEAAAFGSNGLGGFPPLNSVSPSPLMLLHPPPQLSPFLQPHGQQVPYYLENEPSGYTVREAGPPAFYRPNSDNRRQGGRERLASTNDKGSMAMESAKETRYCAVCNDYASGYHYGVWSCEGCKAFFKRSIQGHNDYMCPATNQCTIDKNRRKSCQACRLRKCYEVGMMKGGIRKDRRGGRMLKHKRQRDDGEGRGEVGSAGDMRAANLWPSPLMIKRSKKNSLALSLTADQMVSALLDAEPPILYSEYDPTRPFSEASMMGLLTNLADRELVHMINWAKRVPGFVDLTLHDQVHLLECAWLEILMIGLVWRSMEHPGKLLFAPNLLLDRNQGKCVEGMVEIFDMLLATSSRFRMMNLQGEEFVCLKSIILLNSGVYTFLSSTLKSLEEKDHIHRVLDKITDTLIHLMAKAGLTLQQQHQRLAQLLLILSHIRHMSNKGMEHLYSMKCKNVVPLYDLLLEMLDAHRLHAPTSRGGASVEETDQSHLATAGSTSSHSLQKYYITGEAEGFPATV
Smad3 FoxH1 inh: blocks human Smad3 binding to FoxH1 peptide; TR-FRET Smad3/Dy647-FoxH1 peptide binding, europium anti-His; inhibition, % at 25 µM; actives 0.29% (n = 88,000);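 active = compounds that reduce the energy-transfer binding signal between the protein and its labelled peptide by more than half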;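 note: 0% = Smad3 plus labelled peptide maximal FRET and 100% = peptide-only background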
Mac1 fbg enh: enhancers of human CD11b/CD18 binding to fibrinogen. P05107+P11215. K562 CD11b/CD18 adhesion to fibrinogen, ATPlite luminescence. activation, % at 10 µM. actives 0.07% (n = 93,000);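 active = 10 µM primary screen giving 50% or more activity, confirmed by 40% or more on retest at that dose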; note: strong numbers were not always called active
MT1-MMP txn act: MT1-MMP promoter transcription activation. HT1080 MT1-MMP promoter luciferase reporter, luminescence, overnight; active compounds read high. activation factor at 10 µM. actives 0.16% (n = 86,000);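 active = activation factor of at least 2 for MT1-MMP transcription at 10 µM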
ERa SRC1 inh: blocks coactivator binding to human estrogen receptor alpha; P03372; TR-FRET ER-alpha LBD / SRC-1 peptide, estradiol-bound; inhibition, % at 25.6 µM; actives 1.7% (n = 86,000); AID 629; in the data active = inhibition above about 50%;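 note: 0% = receptor plus peptide control and 100% = peptide only without receptor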
Fibroblast inh: blocks proliferation of human lung fibroblasts. AID 719. viability, % at 10 µM. LL 47 human lung fibroblast viability, ATP luminescence; active compounds read low. actives 1.1% (n = 85,000);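 active = viability at or below 50% in the single dose screen; inactive = viability above 50%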;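 note: compound exposure lasted 72 h before the ATP readout; 100% = median luminescence of untreated cell-only wells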
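Benchmarks: Cell-only wells, no compound | Test system: LL 47 human lung fibroblasts, passage 12 or lower | Input: 1,150 cells/well | Measured by: CellTiter-Glo luminescence measuring cellular ATP | Medium: IMEM, 15% FBS supplement | Schedule: Overnight attachment after seeding, then 72 h compound exposure at 37 °C | Doses: Compound addition at 0.1% DMSO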
ERb coact inh: ER-beta (human) coactivator binding inhibition; Q92731; TR-FRET ER-beta LBD / SRC1-Cy5 peptide binding; receptor agonist-loaded with 1 µM estradiol; inhibition, % at 25.6 µM; actives 1.3% (n = 86,000); AID 633;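 active = compounds whose percent inhibition of the receptor-coactivator binding signal exceeds about 50% in the single-dose screen, limit read from the data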;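 note: 0% = receptor plus peptide wells without compound and 100% = peptide-only wells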
Target sequence (Q92731 whole entry, looked up, the tested form may be a part): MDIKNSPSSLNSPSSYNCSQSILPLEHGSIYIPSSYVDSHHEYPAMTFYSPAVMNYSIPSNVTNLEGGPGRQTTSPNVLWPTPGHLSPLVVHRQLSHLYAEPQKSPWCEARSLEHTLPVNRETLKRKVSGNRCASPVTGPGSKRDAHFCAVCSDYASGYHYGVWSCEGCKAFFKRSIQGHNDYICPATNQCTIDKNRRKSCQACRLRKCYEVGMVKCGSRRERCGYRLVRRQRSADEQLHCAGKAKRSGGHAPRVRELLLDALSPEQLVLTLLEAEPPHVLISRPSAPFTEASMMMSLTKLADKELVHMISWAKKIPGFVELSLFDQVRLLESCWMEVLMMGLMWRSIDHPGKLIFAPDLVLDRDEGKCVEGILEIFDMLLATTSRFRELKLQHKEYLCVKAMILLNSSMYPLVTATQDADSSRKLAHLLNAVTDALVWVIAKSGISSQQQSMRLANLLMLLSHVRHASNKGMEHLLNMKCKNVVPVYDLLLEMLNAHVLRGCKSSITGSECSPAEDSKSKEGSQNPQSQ
An asterisk follows results filed as active; . = not tested or not shown; [ ] = dose if it differs, or a comment.

A first look:
SMILES	H69AR growth 86K	HUVEC inhibit	ERa SRC1 pot	Smad3 FoxH1 inh	Mac1 fbg enh	MT1-MMP txn act	ERa SRC1 inh	Fibroblast inh	ERb coact inh
O=C(Nc1nnc(-c2ccccc2)o1)NC1CCCCC1	63	101	95	0	-3	1.2	-2	99	-5
CCCCCn1ccc(=O)c2c(C(F)(F)F)nccc21	65	98	106	13	.	1.2	-3	87	-8

The whole of this part, repeating the preview:
SMILES	H69AR growth 86K	HUVEC inhibit	ERa SRC1 pot	Smad3 FoxH1 inh	Mac1 fbg enh	MT1-MMP txn act	ERa SRC1 inh	Fibroblast inh	ERb coact inh
O=C(Nc1nnc(-c2ccccc2)o1)NC1CCCCC1	63	101	95	0	-3	1.2	-2	99	-5
CCCCCn1ccc(=O)c2c(C(F)(F)F)nccc21	65	98	106	13	.	1.2	-3	87	-8
COc1cccc(N2C(=O)C(CC(=O)Nc3ccc(F)cc3)N(C3CCCCC3)C2=O)c1 (centres undefined)	98	95	102	6	1	1.2	-5[fluorescence artefact?]	91	-2
CC1CC(=O)c2cnc(NCC3CCCO3)nc2C1 (centres undefined)	97	97	102	4	10	1.2	3	96	3
CSc1ccccc1C(=O)NC1CC2CCC1C2 (centres undefined)	96	78	96	2	7	1.1	-10	93	-12
Cc1ccc(CCNC(=O)C2CCN(C(=O)c3sccc3-n3cccc3)CC2)cc1	84	100	112	-15	1	1.2	2	90	-11[fluorescence artefact?]
CN(C)c1ncnc2c1ncn2C1OC(CO)C(O)C1O (centres undefined)	6.8*	15*	103	-5	0	1	-1	41*	-4[fluorescence artefact?]
CCCn1c(-c2ccc(F)cc2)n[nH]c1=S	95	107	104	4	-2	1.1	-11	105	-12
CCOC(=O)c1ccc(N2C(=O)CC(NC3CCN(C(=O)c4cccc(Cl)c4)CC3)C2=O)cc1 (centres undefined)	96	93	123[fluorescence artefact?]	-2	0	1.1	-7	100	-17
O=c1ccc(=O)n2n1CC(O)C2	96	106	114	7	-3	1.4	-7	99	4
Cc1cccc(C(=O)OCC(=O)Nc2ccc(N3CCCCC3)cc2)c1O	91	87	57	-2	12	1.1	47	96	32
Nc1cnn(C2CCCO2)c(=O)n1 (centres undefined)	89	101	116	4	.	1.1	5	91	1[fluorescence artefact?]
Cn1c(SCC(=O)N2CCN(c3ccccc3)CC2)nnc1-c1c[nH]c2ccccc12	80	88	90	7	-1	1	4	95	-7
O=C(NCCCN1CCOCC1)c1cc(-c2ccc(Br)cc2)on1	98	117	78	9	2	1.1	-2	103	1
CCOc1ccccc1-n1c(SCC(N)=O)nc2ccccc2c1=O	96	103	108	-1	4	1.2	-1[fluorescence artefact?]	101	2[fluorescence artefact?]
Cc1ccc2c(C)c(C(=O)N(Cc3cccs3)C3CCS(=O)(=O)C3)oc2c1 (centres undefined)	81	74	90	3	-1	1	7	90	-1
CSc1nsc(SCc2cnc(C)nc2N)n1	89	98	119	-1	-4	1	-7	92	-3
O=C(O)C1CCCCC1C(=O)Nc1nccs1 (centres undefined)	87	96	105	3	-3	1.2	-6	88	-6
O=C(O)CC(Cn1[nH]nnc1=S)c1ccccc1 (centres undefined)	89	95	108	3	-4	1.1	-9	101	52*
Cn1cc(SCC(=O)O)c2ccccc21	72	97	117	7	2	1.2	16	101	0
N#Cc1c(NC(=O)CSc2ncccn2)oc(-c2ccccc2)c1-c1ccccc1	106	83	60[fluorescence artefact?]	5	.	1.1	60*	93	45
O=C(CCCN1C(=O)c2ccccc2C1=O)N1CCCCC1	90	87	111	-6	.	1.1	-23	99	-15
Cc1cnc(NC(=O)c2cc3c(s2)CCCC3)s1	24*	76	96	3	-4	0.6	-6	83	-8
C=C(C)Cn1c(-c2ccc(OC)cc2)nc2ccccc21	68	100	73	-4	-4	1	9	86	7[fluorescence artefact?]
CC(NC(=O)c1cccs1)C(c1cccs1)N1CCN(c2ccccc2)CC1 (centres undefined)	83	96	102	-12	.	1.1	-34	101	-15
COc1ccc(CC(=O)Nc2ccc(-c3noc(-c4ccc(Cl)cc4)n3)cc2)cc1	5.1*	43	128	-11	.	1.1	66*	19*	40[fluorescence artefact?]
CCOC(=O)c1sc(/N=C/N(C)C)c(C(=O)OCC)c1C	70	79	93	-2	-1	1.1	-3	92	12
CCCC1(C(=O)OCC)NC(c2ccc(O)cc2)C2C(=O)N(c3ccc4c(c3)OCCO4)C(=O)C21 (centres undefined)	104	101	105	8	-5	1.2	-13	97	-1
Cc1ccc(OCCN2C(=O)c3ccccc3C2=O)c(C)c1	91	103	97	0	0	1.1	-3	101	6
O=C(CN1C(=O)NC2(CCCC2)C1=O)Nc1cccc(-c2nnc3n2CCCCC3)c1	102	96	106	2	-4	1.1	-6	100	5
CCOC(=O)N1CCN(S(=O)(=O)c2ccc3c(c2)SCC(=O)N3)CC1	101	108	124[fluorescence artefact?]	-9	-1	1.1	-2	.	-3
Cc1ccc(C(=O)COc2cccc(NC(=O)c3ccco3)c2)cc1	94	97	68	-1	0	1.3	7	99	-6
O=C(NCc1cccnc1)c1ccc(NC(=O)c2ccco2)cc1	74	93	104	-17	0	1.1	-8	103	3
O=C(Nc1ccc2oc(-c3ccccc3)nc2c1)c1cccnc1	91	97	119	-6	2	1.4	6	103	3
CCCC(=O)C1=C(O)C(C(=O)OC)C(C)(C)CC1=NC (centres undefined)	86	100	86	-10	0	1.2	10[fluorescence artefact?]	100	11
CCCCCOc1ccc(NS(C)(=O)=O)cc1	83	112	105	0	2	1.2	6[fluorescence artefact?]	95	2
O=C(COc1ncnc2ccccc12)N1CCN(C(=O)c2ccco2)CC1	90	108	96	-11	-4	1.1	-6	98	-5
CCOC(=O)C1=C(CS(=O)(=O)c2ccccc2)NC(=O)NC1c1ccccc1 (centres undefined)	97	107	105	7	-2	1.2	0	99	-8
O=C(CN1C(=O)CCSc2ccccc21)Nc1ccc(F)cc1	105	94	90	-1	-4	1	3[fluorescence artefact?]	102	6[fluorescence artefact?]
COCCn1c(SCc2nnc(-c3ccc(OC)c(OC)c3)o2)nc2sc3c(c2c1=O)CCC3	51	82	94	5	.	1.3	-16	100	-6

Pulled by compound from the list above (5):
SMILES	H69AR growth 86K	HUVEC inhibit	ERa SRC1 pot	Smad3 FoxH1 inh	Mac1 fbg enh	MT1-MMP txn act	ERa SRC1 inh	Fibroblast inh	ERb coact inh
CCCC(=O)C1=C(O)C(C(=O)OC)C(C)(C)CC1=NC (centres undefined)	86	100	86	-10	0	1.2	10[fluorescence artefact?]	100	11
CCOC(=O)C1=C(CS(=O)(=O)c2ccccc2)NC(=O)NC1c1ccccc1 (centres undefined)	97	107	105	7	-2	1.2	0	99	-8
O=C(Nc1ccc2oc(-c3ccccc3)nc2c1)c1cccnc1	91	97	119	-6	2	1.4	6	103	3
COCCn1c(SCc2nnc(-c3ccc(OC)c(OC)c3)o2)nc2sc3c(c2c1=O)CCC3	51	82	94	5	.	1.3	-16	100	-6
CCOC(=O)c1sc(/N=C/N(C)C)c(C(=O)OCC)c1C	70	79	93	-2	-1	1.1	-3	92	12

(list continues)
SMILES	H69AR growth 86K	HUVEC inhibit	ERa SRC1 pot	Smad3 FoxH1 inh	Mac1 fbg enh	MT1-MMP txn act	ERa SRC1 inh	Fibroblast inh	ERb coact inh
CC(C)(C)c1ccc(OCC(=O)NCc2ccco2)cc1	.	99	105	-4	-4	1.2	-7	105	-3
Cc1cc(C(=O)O)c(S(C)(=O)=O)s1	99	94	98	4	-1	1.1	-20	101	-26
N/C(=N\c1nc2c(c(=O)[nH]1)CCCC2)Nc1ccc(Oc2ccccc2)cc1	86	83	123	-3	.	1.2	-9	89	-3[fluorescence artefact?]
CC(C)(C)OC(=O)N1CCCC1C(=O)NCCc1ccccc1 (centres undefined)	73	90	121[fluorescence artefact?]	-3	-1	1.3	-28	99	-17
O=C(Nc1ccc(N2CCOCC2)c(Cl)c1)c1cccnc1Cl	93	93	103	-2	.	1.4	9	94	-2
Cc1noc(/C=C/N(C)C)c1S(=O)(=O)N(C)CC(=O)N1CCc2ccccc21	98	79	104	10	-1	1.2	-3	88	0
COc1ccc(C(=O)N2CCN(c3nc4ccccc4o3)CC2)cc1OC	95	115	125[fluorescence artefact?]	2	0	1	2	98	-10
CCCc1nnc(NC(=O)c2cc(OC)cc(OC)c2)s1	88	100	92	-6	-1	1.1	1	95	1
COc1ccc(-n2ncc3c(NCc4ccccn4)ncnc32)cc1	87	95	116	13	2	1.4	-5	95	-6
CCOc1ccc(NC(=O)c2cc3n(n2)C(C(F)(F)F)CC(c2ccco2)N3)cc1 (centres undefined)	63	97	99	-6	1	1	1	37*	5
COc1ccccc1-c1cc(C(=O)NC(C)C)no1	92	93	100	4	.	1.7	0	105	1
CCCOC(=O)c1ccc(Nc2nc(C)cc(=O)[nH]2)cc1	17*	94	98	11	-2	1.1	3	106	-1
Cn1c(=O)c2c(nc(CN3CCCCC3)n2Cc2c(F)cccc2Cl)n(C)c1=O	62	101	93	-7	.	1	2	93	0
O=C1CSC(c2cccnc2)N1C1CCCCC1 (centres undefined)	96	95	126	8	0	1.2	-11	94	-5
CCn1c(SCC(=O)NCc2ccccc2)nc2ccccc2c1=O	105	93	151	-6	-2	1.2	0	97	-3
CCS(=O)(=O)Nc1ccc(-c2nnc(SCC(=O)c3ccc(NC(C)=O)c(OC)c3)o2)cc1	98	106	178[fluorescence artefact?]	9	0	1.1	50[fluorescence artefact?]	104	31[fluorescence artefact?]
CCOC(=O)c1ccc(N2CN=C3SCC(=O)N3C2)cc1	105	90	108	-2	-2	1.2	-5	84	5[fluorescence artefact?]
O=C(CSc1nc2cccnc2n1Cc1ccccc1)N1CCCC1	69	96	97	-4	.	1.1	-4	99	-8
CCN(CC)CCOC(=O)c1c(C)oc2ccc(OC)cc12	90	78	106	11[fluorescence artefact?]	0	1	-12	95	-9
COc1cc2cc3c(N)c(C(=O)NCc4ccco4)sc3nc2cc1OC	60	72	100[fluorescence artefact?]	7	1	1.4	1[fluorescence artefact?]	98	16[fluorescence artefact?]
Cc1cc(C)n(C(=O)c2cc3sccc3[nH]2)n1	91	89	114	6	-3	1.6	4	95	0[fluorescence artefact?]
CC(=O)Nc1ccc(S(=O)(=O)N2CCCc3ccccc32)cc1	13*	48	105	-3	2	1.1	1[fluorescence artefact?]	70	7[fluorescence artefact?]
O=C(Cc1ccccc1)Nc1nonc1NC(=O)c1ccccc1	98	91	88	-12	4	1.2	-15	117	-3
Cc1ccc(C2C(C(=O)c3sc(C)nc3C)=C(O)C(=O)N2CCN(C)C)o1 (centres undefined)	101	104	126	6	-3	1	-2	102	-6
CC(=O)c1ccc2c3c(cccc13)CC2	92	106	110	-2	-2	1.1	-9	100	-5
CCCn1c(SCc2ccon2)nc2ccccc2c1=O	68	104	112	-25	-1	0.9	2	105	12
CCOC(=O)CSc1nc2c(c(=O)n1-c1ccc(OC)cc1)SCC2	109	98	164[fluorescence artefact?]	2	-3	1.1	-1	94	2
O=C(O)Cc1csc2ccccc12	91	93	105	-4	2	1.2	-5	99	-7
Cc1c(/C=N/n2cnnc2)c2ccccc2n1CCOc1ccccc1	32*	77	92	6	-5	1.2	6	.	9
COc1ccc(-c2ccc(=O)n(Cc3cc(=O)n4ccccc4n3)n2)cc1	88	101	108	-5	4	1	-2	94	-1
CCOc1ccccc1NS(=O)(=O)c1cccs1	81	95	147[fluorescence artefact?]	0	3	1.2	-6	97	-19
Cc1ccc(-c2noc(COc3ccccc3C)n2)cc1	92	107	113	3	8	1.3	0	95	1
Cn1cc(S(=O)(=O)CC(=O)Nc2ccc3c(c2)OCCO3)c2ccccc21	88	96	92	7[fluorescence artefact?]	.	1.3	7	99	10
COC(=O)c1ccc(O)c(Sc2cc(C(=O)OC)ccc2O)c1	68	78	39	-6	-7	1.3	-7	96	-3

High-throughput results (PubChem BioAssay)

The list is partial; the hit share may differ from the screen's.
